hERG WT inh: blocks the wildtype human KCNH2 potassium channel; hit rate 0.37% among 340,000; Q12809; U2OS, BacMam KCNH2, thallium flux FluxOr; hits give low values; activity change, % at 1.84 µM;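 active means maximum activity change below -70%; inconclusive means maximum activity change between -70% and -50%; inactive means maximum activity change above -50%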; further: on the % scale 0 is the no-effect control and ±100 the full control effect
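U2OS cells were transduced with wild-type KCNH2 virus (2.03 x 10^8 / mL) for 4 h at room temperature, then cultured overnight at 37 C. Thallium flux was read with FluxOr dye. Rate constants were normalized to DMSO controls.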
AT treatment: potential ataxia-telangiectasia treatment. Potency, µM (top dose mostly 57.5 µM), for inactives: top-dose activation, usual class: activators. AID 485349. […] A-T fibroblasts, KAP-1 phosphorylation AlphaLISA; neocarzinostatin DNA damage 30 min before lysis. hit rate 0.19% among 320,000; further: potency means the concentration at half of the fitted maximal effect; % of control where 0% means no effect; nearly all actives have a fitted effect of over 45% in size
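ATM-like activity read as KAP-1 phosphorylation via AlphaLISA donor/acceptor antibody pairs after lysis and 6 hr at 25C. Cells were ATM-null patient fibroblasts ([…], hTERT), dosed 60 min, then exposed to the DSB inducer NCS for 30 min.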
a7 integrin act: integrin-mediated muscular dystrophy alleviation activation; AID 624291; Potency, µM (doses to about 38.3 µM), for inactives: at the top dose activation, actives largely listed as activators; hit rate 0.064% among 350,000; alpha7betagal myoblasts, beta-gal FDG fluorescence, 48 h;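 further: potency means the concentration at half of the fitted maximal effect; 100% = response of the positive control SU9516; nearly all actives have a fitted effect of over 60% in size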
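alpha7betagal+/- myoblasts (passage 13, 250/well) treated 48 h at 37C with compounds at 1:260 dilution of DMSO stock. Lysed, then beta-galactosidase activity read as FDG fluorescence (ex 480/em 540) after 30 min, with pre-read for autofluorescence.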
MBNL1-CUG inh: MBNL1-poly(CUG) RNA binding inhibition; AID 2675; TR-FRET MBNL1-His/biotin-(CUG)12 binding, 665/545 ratio; Q9NR56; hit rate 0.036% among 280,000; Potency, µM (top dose mostly 57.5 µM), inactives show top-dose activity change, negative = inhibition, hits mostly inhibitors; active means well fitted inhibition curve with a large enough effect in the signal ratio, with a control signal flat, not every such curve was filed as active; inconclusive means small, poorly fitted or top-dose-only effect, or effect the other way, or a change in a side signal; inactive means no such curve, though single readings can be large or run the other way; the % refers to the signal ratio; further: potency means the concentration at half of the fitted maximal effect; on the % scale 0 is the no-effect control and ±100 the full control effect
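TR-FRET between His-tagged MBNL1 and biotin-(CUG)12 RNA, detected with Tb anti-His antibody (0.055 ng/ul) and streptavidin-XL665 (5 nM), 60 min at room temperature. Compounds titrated 92 nM to 58 uM; 665/545 nm ratio normalized to buffer and complex controls.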
KCNH2 3.1 inh: KCNH2 3.1 (human) potassium channel inhibition; U2OS KCNH2 3.1, thallium flux FluxOr; hits give low values; activity change, % (tested at about 1.8 µM); hit rate 0.95% among 340,000; AID 720553;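 active means maximum activity change below -70%; inconclusive means maximum activity change from -70% to -50%; inactive means maximum activity change above -50%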;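 further: thallium influx rate constant from kinetic fluorescence after stimulation buffer; on the % scale 0 is the no-effect control and ±100 the full control effect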
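Measured as rate of thallium-driven FluxOr signal in transduced U2OS cells carrying the 3.1 channel, read kinetically for 2 min upon stimulation; values are rate constants scaled to DMSO control wells.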
TRPV1 ag: activates the human vanilloid receptor TRPV1; TRPV1-expressing cells, Fluo-8 calcium influx, agonist mode; AID 540275; Q8NER1; activation, % at 8.33 µM; hit rate 0.19% among 320,000; in the data active means activation above about 80%; inconclusive means between about 30% and that limit; further: 0% is about no effect
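Fluo-8 calcium influx in TRPV1-expressing cells, kinetic read (ex 480/em 520 nm). Compound added and read 3 min for agonist activity, followed by capsaicin at EC20 final and 2 min further read for enhancement.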
GALK inh: inhibitors of human galactokinase; hit rate 0.007% among 270,000; Purified GALK, Kinase-Glo residual ATP luminescence; P51570; Potency, µM (series often up to 57.5 µM), for inactives: at the top dose activity change, negative = inhibition, hits mostly inhibitors; further: potency means the concentration at half of the fitted maximal effect; on the % scale 0 is the no-effect control and ±100 the full control effect
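Luminescence from leftover ATP (Ultra-Glo luciferase/luciferin) served as read-out after a 1 h room-temperature reaction of 5 nM GALK with 35 uM ATP and 100 uM galactose.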
FBPA coupling cs: counter-screen for Giardia aldolase inhibitors: coupling enzyme system; coupling enzyme system counterscreen, AmpLite Red fluorescence; hit rate 0.67% among 290,000; activity change, negative = inhibition, % at 58.2 µM, hits read low; in the data active means activity change below about -30%; further: on the % scale 0 is the no-effect control and ±100 the full control effect
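First, compound is pin-transferred into glyceraldehyde-3-phosphate coupling-enzyme reagent at 57.5 uM final and held 10 min at RT. Next, substrate, coupling system and AmpLite Red are added. After 20 min RT, fluorescence (525/598 nm) is read.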
CXXC DNA block: blocks binding of human MLL CXXC domain to DNA. Q03164. MLL-CXXC / FITC-HOXA9 DNA fluorescence polarization. Potency, µM (titrated, usually from 115 µM), for inactives: at the top dose activity change, negative = inhibition, usual class: inhibitors. hit rate 0.037% among 290,000. AID 2662; active means well fitted inhibition curve with a large enough effect in the polarisation, with a control signal flat, not every such curve was filed as active; inconclusive means small, poorly fitted or top-dose-only effect, or effect the other way, or a change in a side signal; inactive means no such curve, though single readings can be large or run the other way; the % refers to the polarisation; further: potency means the concentration at half of the fitted maximal effect
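Fluorescence polarization: 7 uM MLL-CXXC (stock) preincubated 5 min with compounds, then 50 nM fluorescein-HOX-A9 DNA (stock) added; 30 min ambient. Buffer 50 mM Tris-HCl pH 7.5, 50 mM NaCl, 1 mM DTT, 0.05% BSA.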
ASM inhibitor: human S-ASM enzyme inhibition | P17405 | placental ASM, HMU-PC fluorogenic substrate, 60 min | Potency, µM (top dose mostly 57.5 µM), for inactives: at the highest dose activity change, negative = inhibition, hits mostly inhibitors | hit rate 0.006% among 340,000 | AID 504937; further: potency means the concentration at half of the fitted maximal effect
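HMU-PC0 cleavage (9 uM final) by human placental ASM, 60 min at 37 °C following 10 min compound exposure at RT; stopped at pH 10, fluorescence Ex 386/Em 447 nm.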
Numbers without * were called inactive; i = inactive; ? = inconclusive; / = no result given; [ ] = remark or other dose. Unless noted, the call rests on the fitted dose curve; in most records, active means well fitted curve in the direction sought with a large enough effect; inconclusive means small, poorly fitted or top-dose-only effect, or another doubt; inactive means no such curve, though single readings can be large; an effect the other way counts as inactive or inconclusive.

SMILES	hERG WT inh	AT treatment	a7 integrin act	MBNL1-CUG inh	KCNH2 3.1 inh	TRPV1 ag	GALK inh	FBPA coupling cs	CXXC DNA block	ASM inhibitor
COc1ccc(S(=O)(=O)Nc2cc(C(=O)NCCCOC(C)C)ccc2N2CCOCC2)cc1	/	-2%	-29%	1%	-9	-1	7%	-1	-2%	3%
O=S1(=O)CCOC[C@H](c2ccccc2)N1Cc1ccccc1F	1	1%	0%	-10%	-28	6	/	0	-3%	-13%
CC1=C/C(=N\OS(=O)(=O)c2ccccc2)C=CC1=O	8	-4%	-68%[inhibitor]	-1%	7	9	-2%	1	-1%	-1%
O=C(NC1(Cc2ccccc2)CCN(CCCc2ccccc2)C1=O)c1ccccc1 (stereo not drawn)	3	25%	-45%[inhibitor]	/	8	30	/	/	/	0%
O=C(CN1CCC(NC(=O)c2cccc(F)c2)CC1)NCc1cccs1	46	7%[11.5 µM]	-33%	15%	/	1	0%	5	-1%	0%
CC(NC(=O)c1cccs1)c1nnc(SCc2ccc(Cl)cc2Cl)n1C (stereo not drawn)	-3	-2%	3%	16%	-5	-1	/	5	4%	1%
Cc1ccc([N+](=O)[O-])cc1NC(=S)NCCc1ccccc1	6	10%	5%	14%	3	1	-1%	/	30%[activator]	-8%
Cc1ccc(/C=N/NC(=O)c2ccccc2OCc2ccc(F)cc2)o1	3	11%	26%	7%	28	13	/	0	10%	-6%
COc1ccc(S(=O)(=O)N(C)CC(=O)O)c2ccccc12	2	5%	27%	-3%	-7	3	-1%	7	4%	2%
O=C(COc1ccc(F)cc1)N1CCC(Cc2ccccc2)CC1	1	2%	-11%	-4%	-22	?	-2%	1	0%	-1%
COc1ccc(NC2C=CS(=O)(=O)C2)c(OC)c1 (stereo not drawn)	7	-16%	-60%[inhibitor]	7%	-2	2	1%	-41*	-7%	13%
O=C(C[C@@H]1C/C=C\CC[C@H](Cc2ccc(F)cc2)C(=O)OC[C@@H](Cc2ccccc2)NC1=O)NCCO	1	0%	7%	/	46	/	/	/	/	-13%
COc1ccccc1NC(=O)c1nc(S(=O)(=O)Cc2ccccc2)ncc1Cl	-9	2%	-73%[inhibitor]	4%	21	2	-2%	/	?	-2%
CCOC(=O)C(C)Sc1nnc(Cc2cc(=O)[nH]c(=O)[nH]2)n1-c1ccc(OCC)cc1 (stereo not drawn)	2	25%	-13%	-2%	7	/	1%	2	1%	4%
COc1ccc(OC)c(S(=O)(=O)NCCS(=O)(=O)N2CCN(c3ccccc3)CC2)c1	2	-1%	24%	4%	?	-1	-6%	-1	-1%	-4%
COc1cccc(OCc2cc(C(=O)N(Cc3ccccc3)CC3CC3)no2)c1	8	3%	-4%	1%	4	28	1%	-2	-1%	-2%
COC(=O)c1cc(-c2c(C)oc3cc(OC)ccc3c2=O)c(C)o1	-13	4%	6%	5%	-17	6	3%	3	2%	5%
Cc1cc(N)c(NC2=CC(=O)CC(C)(C)C2)cc1C	-1	6%	6%	12%	6	2	4%	0	-2%	0%
C=C1[C@H](C)CN[C@H]1CCO	0	/	18%	/	-4	/	/	/	/	-3%
C#CCOCCOCCOCCNc1nc(N2CCN(C(=O)Cn3cc(CC(C)O)nn3)CC2)nc(N2CCN(C(=O)[C@H]([C@@H](C)O)n3cc(CCCCN)nn3)CC2)n1 (stereo partly drawn)	-28	/	-34%	/	-6	/	/	/	/	3%
CC(=O)Nc1cccc(NC(=O)C2CCCN2C(=O)Nc2ccc(C)cc2)c1 (stereo not drawn)	6	9%	-14%	-12%	-14	-1	-2%	0	4%	0%
Cc1c(=O)n(OCc2ccccn2)c2ccccc2[n+]1[O-]	-2	4%	-2%	?	6	-3	0%	3	-3%	16%
O=S(=O)(CS(=O)(=O)c1ccc(Cl)cc1)c1ccc(Cl)cc1	-2	-2%	5%	-7%	14	2	/	1	-11%	1%
COc1ccc(CCNC(=O)c2nn(C)c3c2CS(=O)(=O)c2ccccc2-3)c(OC)c1	-4	6%	15%	-3%	-4	1	4%	1	-9%	0%
CCOC(=O)Cn1cc(C(=O)c2ccco2)c2ccccc21	4	5%	0%	1%	11	3	1%	3	6%	5%

(next part)
SMILES	hERG WT inh	AT treatment	a7 integrin act	MBNL1-CUG inh	KCNH2 3.1 inh	TRPV1 ag	GALK inh	FBPA coupling cs	CXXC DNA block	ASM inhibitor
C[C@H]1CN([C@@H](C)CO)C(=O)Cc2cc(NS(C)(=O)=O)ccc2O[C@@H]1CN(C)CC1CC1	-16	6%	-22%	/	-1	/	/	/	/	-4%
CCc1ccccc1N(CC(=O)NC(C)(C)C)C(=O)CCC(=O)Nc1ccccn1	5	1%	?	2%	16	1	4%	-1	3%	0%
CC(C)[C@H](NC(=O)N1c2ccccc2NC(=O)[C@@H]1C(C)C)C(=O)N1CCC(C(=O)O)CC1	12	-5%	-8%	-12%	-14	-1	/	-2	3%	-2%
CCCc1cc(=O)[nH]c(SCC(=O)Nc2ccc(OCc3ccccc3)cc2)n1	2	3%	8%	/	-15	-5	/	/	/	0%
O=S(=O)(O)c1ccc2c(c1)C(C(Cl)(Cl)Cl)OC(C(Cl)(Cl)Cl)O2 (stereo not drawn)	-2	/	20%	/	-20	/	/	/	/	-4%
CCOc1ccc(C(C)NC(=S)NC2CCCCC2)cc1 (stereo not drawn)	-4	-1%	14%	-1%	1	?	-2%	0	2%	5%
COc1ccc(S(=O)(=O)N2CC=C(C(=O)Nc3ccc(NC(C)=O)cc3)CC2)cc1	-1	3%	24%	-3%	-13	0	5%	0	-1%	-1%
NC(=O)c1ccsc1NC(=O)c1ccc(N2CCCC2=O)cc1	4	3%	-18%	95%[activator]	11	1	2%	-1	1%	0%
CC1CN(c2cc(=O)n(-c3cccc(Br)c3)c(=O)[nH]2)CC(C)O1 (stereo not drawn)	-7	1%	-15%	-4%	5	-3	2%	2	1%	1%
CCC1(c2ccccc2)NC(=O)N(CC(=O)N(c2ccccc2)C2CCS(=O)(=O)C2)C1=O (stereo not drawn)	28	2%	-21%	/	-8	/	/	/	/	0%
CC(C)(C)C1CCC2(CC1)NC(=S)N(c1ccccc1)N2 (stereo not drawn)	-7	4%	-10%	5%	16	1	-4%	3	-12%	-1%
CCCCNC(=O)NCc1cnn(C)c1C	2	17%	12%	-15%	-2	1	/	1	5%	6%
COc1ccc(NC(=O)c2ccc3[nH]c(C)c(C)c3c2)c(OC)c1	-3	3%	-3%	14%	28	14	-1%	-10	14%	1%
CCC(CC)C(=O)NCCc1ccc(F)cc1	-11	2%	-21%	1%	11	1	-1%	0	13%	0%
COc1ccc(S(=O)(=O)N2CCOCC2)cc1NC(=O)c1ccc2c(c1)OCCO2	2	-1%	-7%	1%	-3	6	1%	0	-9%	-2%
CCOc1cnc(-c2ccc(Cl)cc2)o1	-4	-14%	12%	-7%	-24	5	0%	0	5%	-1%
O=C(C[C@H]1C/C=C\C[C@@H](Cc2ccc(F)cc2)C(=O)O[C@@H](c2ccccc2)CNC1=O)N[C@@H](CO)Cc1ccccc1	4	6%	1%	/	8	/	/	/	/	2%
COc1cc(CCC(=O)OCC(=O)Nc2nc(C)c(Cl)cc2Cl)cc(OC)c1OC	-21	6%	37%	-4%	0	0	0%	-2	-4%	2%
COc1c(O)ccc(/C=C(\C#N)c2nc3ccccc3[nH]2)c1[N+](=O)[O-]	1	-9%	0%	?	-1	18	/	-17	9%	-4%
CCCN1CCN(C(=O)c2cc(COc3ccc(F)cc3F)on2)CC1	-2	2%	10%	-17%	1	29	-6%	0	3%	-1%
Cn1c(N)nc2nc(CCc3ccccc3)c(=O)[nH]c2c1=O	-7	-6%	-24%	19%	6	4	-1%	0	16%	/
O=C(COc1nsnc1N1CCOCC1)Nc1ccc([N+](=O)[O-])cc1	-6	-4%	-26%	16%	11	0	-3%	-1	-3%	-1%
Cc1ccc(O)c(CNc2nc3ccccc3n2C)c1	6	3%	-13%	-7%	-9	1	-1%	1	0%	1%
Cc1ccc(C(=O)c2coc3cc([N+](=O)[O-])c(O)c([N+](=O)[O-])c23)cc1	0	-12%	3%	?	16	2	-5%	-35*	26%	13%
Cc1ccccc1CN1C(=O)/C(=C\c2ccc(C(=O)NCCN3CCOCC3)cc2)Sc2ccccc21	0	2%	-24%	23%	1	1	-4%	1	-1%	?
O=C(O)C(=O)/C(=C\c1ccccc1)c1ccc2ccccc2n1	-3	-1%	-13%	9%	20	8	0%	1	9%	i
Cc1cc(N2C(=O)C(O)=C(C(=O)c3ccco3)C2c2ccc(Cl)cc2)no1 (stereo not drawn)	-11	-23%	1%	141%[activator]	15	-2	-8%	/	3%	-1%

Some entries already given with just AT treatment, MBNL1-CUG inh and FBPA coupling cs.
canonical_smiles	AT treatment	MBNL1-CUG inh	FBPA coupling cs
NC(=O)c1ccsc1NC(=O)c1ccc(N2CCCC2=O)cc1	3%	95%[activator]	-1
CC1CN(c2cc(=O)n(-c3cccc(Br)c3)c(=O)[nH]2)CC(C)O1 (stereo not drawn)	1%	-4%	2

Random draw from the library, and some 2% of all compounds hit somewhere here.
